# H9c2 TAG inh: triacylglycerol accumulation inhibition | H9c2 cells, Nile Red lipid (TAG) fluorescence; cells loaded with 200 µM oleic acid | inhibition, % at 12.5 µM | actives 0.66% (n = 230,000);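 active = pattern-corrected inhibition of lipid staining of at least 50% with the nuclear-stain viability signal not falling by more than 50%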;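 note: 0% = DMSO wells and 100% = triacsin C control wells; some results filed as inactive read as strong as hits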
# H9c2 TAG inh DAPI viability: second read-out of H9c2 TAG inh, no call of its own (marks repeat the call); DAPI nuclei signal change (viability), lower = more cytotoxic, %;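 whole-well DAPI fluorescence read on a plate reader as a viability signal; minus 50 percent equals half of cells still viable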
# Numbers without * were called inactive.
SMILES,H9c2 TAG inh,H9c2 TAG inh DAPI viability
O=C(COc1cccnc1[N+](=O)[O-])NCc1ccc2c(c1)OCO2,-19,6
Cc1ccc(-c2[nH]c(=O)n3ccncc23)s1,-8,12
CCOC(=O)c1cc(-c2sc(NC(=O)c3ccccc3)nc2C)n(CCO)n1,18,0
CCN(CC)S(=O)(=O)c1ccc(NC(=O)CN(c2cccc(F)c2)S(C)(=O)=O)cc1,-10,-20
CCN(c1ccccc1)S(=O)(=O)c1ccc(C(=O)N(CCCN(C)C)c2nc3cc4c(cc3s2)OCO4)cc1,3,18
COC(=O)C1=CN(C(C)C)C=C(C(=O)OC)C1c1cc2c(cc1Br)OCO2,0,-8
CC1=CC(c2ccccc2)n2nc(NC(=O)CCC(=O)O)nc2N1 (stereo not given),7,-3
CC(C)(C)c1nnc(NC(=O)CCn2cnc3ccccc3c2=O)s1,4,6
COc1ccc(CCNc2oc(COc3ccc(F)cc3)nc2C#N)cc1,-11,1
O=C(Nc1nc2n(n1)C(c1ccccc1)CC(c1ccc(Cl)cc1)N2)c1ccco1 (stereo not given),0,5
Cc1ccc(NS(=O)(=O)c2ccc(C(=O)NCc3ccc(S(N)(=O)=O)cc3)cc2)cc1,-5,-5
CN1CCN(NC(=O)c2ccc(Br)s2)CC1,8,-5

# In another format: three of the compounds above
Compound | H9c2 TAG inh | H9c2 TAG inh DAPI viability
Cc1ccc(NS(=O)(=O)c2ccc(C(=O)NCc3ccc(S(N)(=O)=O)cc3)cc2)cc1 | -5 | -5
COc1ccc(CCNc2oc(COc3ccc(F)cc3)nc2C#N)cc1 | -11 | 1
Cc1ccc(-c2[nH]c(=O)n3ccncc23)s1 | -8 | 12

# Continuation.
SMILES,H9c2 TAG inh,H9c2 TAG inh DAPI viability
COc1ccccc1CNC(=O)CN1C(=O)NC2(CCCc3ccccc32)C1=O (stereo not given),21,0
COc1cc(/C=N/NC(=O)CSc2ccccn2)ccc1O,-1,11
Cc1ccc(NC(=O)COC(=O)CC2CCCC2)cc1Cl,-13,-4
CC(C)N1CC2(CC(c3ccccc3C(F)(F)F)=NO2)CN1C(=O)c1ccco1 (stereo not given),-5,3
CCC(=O)Nc1ccc(Cl)c(NC(=O)c2c(OC)cccc2OC)c1,-2,1
CCn1cnc2cc([N+](=O)[O-])ccc21,-4,-2
CCOc1ccc(CCNC(=O)COC(=O)Cn2nc(C)c([N+](=O)[O-])c2C)cc1OCC,5,-8
CC(c1ccco1)N(C(=O)C12CC3CC(CC(C)(C3)C1)C2)c1ccccn1 (stereo not given),-18,1
COC(=O)COc1ccc(C(=O)OC)cc1,10,1
Nc1nc(NC(=O)/C=C/c2ccc(F)cc2)nn1-c1ccccc1,0,-9
CC(C)n1cc(/C=C2/SC(=O)N(CC(=O)N3CCCC3)C2=O)c2ccccc21,0,5
O=C1C2CCCN2C(=O)N1CCCN1CCN(c2cccc(Br)c2)CC1 (stereo not given),-4,-8

# Entries from the list above with a Cl atom:
SMILES,H9c2 TAG inh,H9c2 TAG inh DAPI viability
O=C(Nc1nc2n(n1)C(c1ccccc1)CC(c1ccc(Cl)cc1)N2)c1ccco1 (stereo not given),0,5
Cc1ccc(NC(=O)COC(=O)CC2CCCC2)cc1Cl,-13,-4
CCC(=O)Nc1ccc(Cl)c(NC(=O)c2c(OC)cccc2OC)c1,-2,1

# (next part)
SMILES,H9c2 TAG inh,H9c2 TAG inh DAPI viability
CCOC(=O)c1nn(-c2c(C)n(C)n(-c3ccccc3)c2=O)cc1O,-5,2
Cc1cnc(C(=O)Nc2ccc(C(C)C)cc2)cn1,-11,5
Cc1ccc(S(=O)(=O)N2CCCC2CNC(=O)C(=O)NCc2ccccn2)cc1 (stereo not given),10,-7
CCOC(=O)N1CCN(c2c(NCc3ccc(Cl)cc3)c(=O)c2=O)CC1,43,-31
CCCCc1c(C)nc2ccc(OC)cc2c1SCCC(=O)O,6,0
Cc1cccc(NC(=O)c2ccc(NS(=O)(=O)c3cccc4cccnc34)cc2)c1,9,3
CCCCn1nc(C(=O)NCc2ccccc2CN2CCCC2)c2ccccc2c1=O,-1,8
O=C(OCc1ccc([N+](=O)[O-])cc1)c1cc2ccccc2oc1=O,3,0
CCOc1ccccc1Oc1cn[nH]c1-c1ccc(OC)cc1O,-6,-3
CCc1ccc(NC(=O)COn2nnc3ccc(S(=O)(=O)N(C)C)cc32)cc1,-4,-11
COC(=O)[C@]1(C)N[C@H](CN(C)S(=O)(=O)c2ccc(-c3ccccc3)cc2)[C@@H]2C(=O)N(Cc3ccccc3)C(=O)[C@@H]21,-4,-2
Cc1ccccc1-n1cc(CNC(=O)CCc2nnc(CCc3ccccc3)o2)cn1,-3,-8
CCc1nc(SCc2ccc(C(=O)OC)o2)c2c(=O)n(C)c(=O)n(C)c2n1,13,-4
O=C(NCC1(N2CCCCC2)CCCCC1)c1cccc(NS(=O)(=O)c2ccccc2)c1,7,-3
COCC(=O)OCC(=O)c1cc(C)n(-c2ccc(Br)cc2)c1C,-15,-3
CCCCOc1ccc(N2C(=O)CC(NCCc3ccc(S(N)(=O)=O)cc3)C2=O)cc1 (stereo not given),0,2
CCOc1ccc(N(CC(=O)NC(C(C)C)C(C)C)S(=O)(=O)c2ccc(OC)c(OC)c2)cc1,8,-12
COc1ccccc1NC(=O)C(C)N(C)CC(=O)Nc1cccc2ccccc12 (stereo not given),4,-12
COc1ccc(N(C)S(=O)(=O)c2cccc(C(=O)Nc3ccc(-n4cnnn4)cc3)c2)cc1,-2,-7
CCCNC(=S)N1CCC(C(=O)c2ccc(OC)cc2)CC1,7,0
O=[N+]([O-])c1ccc([C@H](O)[C@H](CO)N=Cc2ccccc2O)cc1,-4,7
COc1ccc2oc(C(=O)N(Cc3ccco3)Cc3cccs3)c(C)c2c1,2,6
Cc1onc(-c2ccccc2Cl)c1C(=O)NCc1cccs1,4,2
CC(C)NC(=O)C1CCN(C2CCN(Cc3cn[nH]c3-c3ccccc3)CC2)CC1,4,2
CN(Cc1c(F)cccc1Cl)C(=O)C1=CC=CN2CCS(=O)(=O)N=C12,-4,10
COC(=O)C1=C(C)N(C)C(=O)/C1=C\c1ccco1,-24,-2
Cc1ccc(N2CC(C(=O)Nc3ccc(S(=O)(=O)Nc4nccs4)cc3)CC2=O)cc1 (stereo not given),-8,7
CC(C)n1cnc2c(NCc3ccc(S(N)(=O)=O)cc3)nc(NCc3ccc(S(N)(=O)=O)cc3)nc21,-1,-7
COc1ccc(C(=O)Nc2ccc(C)cn2)cc1S(=O)(=O)N1CCCc2ccccc21,19,-7
COc1ccc(OCc2ccc(/C=N\NC(=O)c3sccc3C)o2)cc1,-21,-1
COc1ccc(-c2csc(NC(=O)C3CCN(c4ncnc5sc(C)c(C)c45)CC3)n2)cc1OC,43,-10
O=Cc1c(Cl)nc2ccccn2c1=O,1,-1
Nc1nonc1C(=O)N/N=C\c1cc2c(cc1Cl)OCO2,-3,-3
Clc1ccccc1/C=C/C=N/Nc1nc(N2CCOCC2)nc(N2CCOCC2)n1,18,-9
CC1=C(C)C(OCCCl)N(c2cc(O)c(Cl)cc2F)C1=O (stereo not given),-5,2
CN(C(=O)CSc1nc2ccc(Br)cc2c(=O)n1Cc1ccco1)C1CCS(=O)(=O)C1 (stereo not given),-12,-5

# The final 6 compounds of the section before come first, to join the parts.
SMILES,H9c2 TAG inh,H9c2 TAG inh DAPI viability
COc1ccc(-c2csc(NC(=O)C3CCN(c4ncnc5sc(C)c(C)c45)CC3)n2)cc1OC,43,-10
O=Cc1c(Cl)nc2ccccn2c1=O,1,-1
Nc1nonc1C(=O)N/N=C\c1cc2c(cc1Cl)OCO2,-3,-3
Clc1ccccc1/C=C/C=N/Nc1nc(N2CCOCC2)nc(N2CCOCC2)n1,18,-9
CC1=C(C)C(OCCCl)N(c2cc(O)c(Cl)cc2F)C1=O (stereo not given),-5,2
CN(C(=O)CSc1nc2ccc(Br)cc2c(=O)n1Cc1ccco1)C1CCS(=O)(=O)C1 (stereo not given),-12,-5
CN1CCN(C(=O)c2cc(COc3ccccc3)on2)[C@@H](c2ccccc2)C1,-15,13
O=C(CSc1ncnc2ccccc12)Nc1ccc2c(c1)OCO2,-19,3
OC[C@@H](O)[C@@H](O[C@@H]1O[C@H](CO)[C@H](O)[C@H](O)[C@H]1O)[C@H](O)[C@@H](O)CO,-3,-3
CCCCn1c(N)c(N(CCOC)C(=O)CSc2nnc(-c3ccc(C(C)(C)C)cc3)n2N)c(=O)[nH]c1=O,-7,2
COCCn1nnnc1C(c1cccc(OC)c1OC)N1CCN(C2CCCCC2)CC1 (stereo not given),-20,11
Cc1cc(C)c2nc(NNC(=O)c3cc(=O)c4ccccc4o3)sc2c1,8,7
CN(C1CCCCC1)S(=O)(=O)c1cccc(C#N)c1,3,2
COC(=O)c1c(-c2cccc3ccccc23)csc1NC(=O)Cc1ccc(OC)c(OC)c1,-57,-12
CC(/C=N\N1CCN(Cc2ccc(C)cc2)CC1)=C\c1ccccc1,-11,6
Cc1ccc(NC(=O)CN2C(=O)NC(C)(c3ccc4c(c3)OCO4)C2=O)cc1 (stereo not given),-5,8
O=C(N/C(=C/c1cccnc1)C(=O)N1CCOCC1)c1ccccc1Br,-4,3
c1ccc2c(c1)nc(Nc1ccc3c(c1)OCO3)c1nnnn12,-8,3
O=c1c2ccccc2ncn1-c1ccccc1[N+](=O)[O-],-9,0
C=CCn1cc(/C=N\NC(=O)c2cc3c(ccc4ccccc43)o2)c2ccccc21,23,9
CCCCN1C(=O)CC(Sc2ncccc2C(=O)O)C1=O (stereo not given),-8,8
CCC1=Nc2cc(C(=O)O)ccc2Sc2ccc(Cl)cc21,-7,7
NC1=NC[C@@H](Cc2ccc(O)cc2)N1CCc1cccc2ccccc12,-6,7
CN(C)NC(=S)NC1(C)CCS(=O)(=O)C1 (stereo not given),6,3
NC1=NC(=O)/C(=C/c2cn(CCC(=O)O)nc2-c2ccc(Cl)cc2)S1,-5,8
CC(=O)Nc1cccc(C(=O)OC(C)C(=O)NC2CCCc3ccccc32)c1 (stereo not given),-15,4
CCOC(=O)C1=C(c2ccc(OC)cc2)OC(N)=C(C#N)C1c1cccnc1 (stereo not given),11,-3
Cc1c(NC(=O)/C=C/c2cn(-c3ccccc3)nc2-c2ccccc2)c(=O)n(-c2ccccc2)n1C,7,-2
O=C(c1cccc(Cl)c1)N1CCN(C(=O)c2ccco2)CC1,-17,1
O=C(CCC1CCN(C(=O)CC2=CCCCC2)CC1)NCc1ccc(F)cc1,6,-5
O=C(COC(=O)c1ccccn1)c1ccc([N+](=O)[O-])cc1,1,-2
CCc1nc2c(OCc3ccc(F)c(F)c3)cccn2c1N(C)C(=O)CC(C)C,-7,7
Cc1cc(Cl)c2oc(C(=O)N(C)Cc3cc(C)[nH]n3)c(C)c2c1,-22,2
O=C(Nc1cccnc1)c1cnn2c(C(F)F)cc(C3CC3)nc12,3,9
S=C(NCc1ccco1)NCC1CCCO1 (stereo not given),-17,-1
CCOc1ccccc1CNCCNC(=O)c1nonc1N,-3,2
O=C1c2ccccc2C(=O)N1Cc1cnc(N2CCN(c3ccccc3)CC2)s1,-5,12
Cc1ccc(CNC(=O)C2CCCN(S(=O)(=O)c3c(C)noc3/C=C/N(C)C)C2)cc1 (stereo not given),23,-5
COCCSc1ccccc1C(=O)Nc1ccc(Cl)cc1,-5,1
C[C@@H](NC(=O)c1ncn2c1C(=O)NC[C@@H]2C)c1ccccc1,5,-12
CC(O)C(NS(=O)(=O)c1ccc2ccccc2c1)C(=O)OCC(=O)Nc1ccccc1OC(F)F (stereo not given),-6,0
O=C(Nc1ccccc1[N+](=O)[O-])C1(c2ccccc2)CCOCC1,-5,-14
Cc1ccc(Cn2c(C)nc3c(c2=O)c2nc4ccccc4nc2n3Cc2ccco2)cc1,-18,0
CC1CCCC2(C1)NC(=S)c1c(sc3c1CCCC3)N2 (stereo not given),11,4
Cn1c(SCC(=O)N2CCCC2=O)nc2ccccc2c1=O,8,-6
CC(C)CC(C(=O)NC1CCCC1)N(Cc1cccs1)C(=O)c1snc(C(N)=O)c1N (stereo not given),22,-7
CC1(C)Cc2c(ccc3ccccc23)C(NNC(=O)c2cccnc2)=N1,-19,10
CSc1cccc(NC(=S)N(CCN(C)C)C(C)c2ccncc2)c1 (stereo not given),10,0
Cc1ccc(Cn2ncc3c(N4CCN(CC#N)CC4)ncnc32)cc1,-1,-7
CCOC(=O)c1ccccc1NC(=O)CSc1nc2ccccc2c(=O)[nH]1,-6,-2
O=C(/C=C/c1ccc(O)cc1)c1ccccc1,-2,2
CC(O)CNc1ncnc2nc[nH]c12 (stereo not given),10,-5
Cc1ccc(C(=O)C2CCN(C(=S)NCCCOC(C)C)CC2)cc1,4,-1
COc1ccc(NC(=O)C(OC)c2ccccc2)cc1Cl (stereo not given),1,6
COc1ccc(NC(=O)C2CCCN(S(=O)(=O)c3c(C)n[nH]c3C)C2)cc1OC (stereo not given),3,3
CC(C)NC(=O)NC(=O)COC(=O)c1ncc(Cl)c(Cl)c1Cl,-3,5
CC(=O)N(CN1C(=O)CCC1=O)c1ccc(Cl)c(Cl)c1,3,-2
COc1cccc(C(=O)Nc2ccc(F)c(F)c2F)c1,-8,8
CCC1=C(OC(=O)N(CC)CC)N2C(=O)OC(=NCC3CC3)[C@]2(C)[C@H]2C1=CC[C@H]1C(=O)N(CC)C(=O)[C@H]12,-3,0
COc1cc(C(=O)OCCCOC(=O)c2cc(OC)c(OC)c(OC)c2)cc(OC)c1OC,-14,1
O=C(Cn1ccc([N+](=O)[O-])n1)N1CCCCCC1,2,-5
COc1cc(/C=N/Nc2cccc(C)c2)ccc1OC(=O)c1cccs1,5,-1
CC1CCCCC12NC(=O)N(CC(=O)NCCc1ccc(F)cc1)C2=O (stereo not given),-13,-5
CCN(CC)S(=O)(=O)c1ccc(C(=O)NCCCn2ccnc2)cc1,-11,-2
COC(=O)c1sc(N)nc1C(C)(C)C,-6,4
C=CCNC(=O)COC(=O)c1cc(S(=O)(=O)N2CCOCC2)ccc1N1CCCCC1,11,-7

# Source: PubChem BioAssay

# An excerpt. The share of hits here may be higher or lower than overall.
